# Screening data deposited in PubChem by several laboratories.
# AddAB inh: less growth of phage-infected E. coli with AddAB; E. coli expressing H. pylori AddAB, absorbance growth; 330,000 compounds, 0.29% hits; inhibition, % at 11.9 µM; in the data active means inhibition above about 12%;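 further: 0% = vehicle wells of infected cells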
# MOR-DOR inv ag: mu-delta opioid heterodimer inverse agonism. cell-based MOR-DOR heterodimer luminescence. P35372+P41143. inhibition, % at 9.3 µM. 340,000 compounds, 0.21% hits; in the data active means inhibition above about 22%, passing the limit was not always enough;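 further: 0% = cells with DMSO and 100% = wells without cells with DMSO; values of inactives mirror those of a sister screen read the other way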
# DSG3 Ab inh: inhibitors of pemphigus antibody binding to human desmoglein-3 | binding (percent of control), % at 10 µM | 310,000 compounds, 0.48% hits | AID 588358 | DSG3-coupled beads, scFv-anti-DSG3-GFP binding, flow cytometry; active compounds read low | P32926;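 active means binding more than 3 SD below its plate's average and above zero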;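 further: hits lower antibody fragment binding to DSG3; some compounds called inactive have numbers as strong as hits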
# HTR5A inv ctr: counter-screen for OPRM1-OPRD1 inverse agonists: human HTR5A inverse agonism; inhibition, % at 9.3 µM; 340,000 compounds, 0.083% hits; HTR5A cell line, luminescence; in the data active means inhibition mostly above about 23%, no sharp cut-off; inactive means mostly below about 18%;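 further: 0% = cells with DMSO and 100% = no-cell wells with DMSO; some compounds called inactive have numbers as strong as hits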
# Target sequence (P47898 whole entry, looked up): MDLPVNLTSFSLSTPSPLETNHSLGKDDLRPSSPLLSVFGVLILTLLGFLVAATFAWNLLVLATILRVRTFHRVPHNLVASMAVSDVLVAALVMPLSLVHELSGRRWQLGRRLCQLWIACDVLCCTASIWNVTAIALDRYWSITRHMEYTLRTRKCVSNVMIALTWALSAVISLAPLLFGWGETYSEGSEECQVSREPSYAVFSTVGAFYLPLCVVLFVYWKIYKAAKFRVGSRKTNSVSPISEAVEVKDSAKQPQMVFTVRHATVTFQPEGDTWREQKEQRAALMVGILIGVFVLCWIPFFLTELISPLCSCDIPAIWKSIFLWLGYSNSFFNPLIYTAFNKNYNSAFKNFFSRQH
# SUMO Mot1 rescue: inhibitors of SUMOylation pathway: yeast Mot1-301 growth rescue | S. cerevisiae Mot1-301 growth rescue, ATP luminescence, 38.5C; percent above DMSO median, 100 means doubled | growth rescue, % at 18.8 µM | 320,000 compounds, 1% hits;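 active means every valid replicate shows activation above 250% relative to neutral control wells; inactive means the rest, any valid replicate at or below 250%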;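 further: OY570 slx delta 5 strain wells were the positive control but not used for scaling; some compounds called inactive have numbers as strong as hits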
# E coli growth: reduces bacterial viability in AddAB counter-screen | E. coli V3065 growth, OD600 absorbance, 18 h | inhibition, % at 11.9 µM | 330,000 compounds, 0.27% hits;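 active means inhibition above the campaign's mean inhibition across all tested compounds plus 3 SD, cut at about 9.9% in these data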;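 further: uninfected addAB+ strain grown without phage in ampicillin broth; 0% = DMSO wells and 100% = ciprofloxacin 0.95 µg/ml wells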
# PKA-R1A act: activates the PKA-R1A holoenzyme complex; 340,000 compounds, 0.083% hits; activation, % at 11.4 µM; AID 504707; PKA-R1A dissociation, Cy5-IP20 fluorescence polarization; scaled: DMSO 0%, 113 µM cGMP 100%;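 active means percent activation above the mean of all tested compounds plus 3 SD, cut at about 19% in these data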;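 further: higher means more PKAc released from R1A so a rise in polarization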
# PfHsp90 yeast 2: growth inhibition of yeast expressing Plasmodium Hsp90; S. cerevisiae expressing PfHsp90, BacTiter-Glo ATP, 48 h; yeast lacking PDR1 and PDR3 efflux regulators; inhibition, % at 9.4 µM; 310,000 compounds, 0.32% hits;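 active means every replicate shows inhibition above about 80%, whatever the replicate mean, limit read from the data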;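 further: 0% = DMSO neutral controls and 100% = 20 µM radicicol positive controls; yeast relying on Plasmodium falciparum Hsp90 in place of its own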
# HTR5A ag ctr: counter-screen for OPRM1-OPRD1 agonists: human HTR5A agonism; P47898; HTR5A agonist assay, luminescence, cell-based; activation, % at 9.3 µM; 340,000 compounds, 0.61% hits; in the data active means activation mostly above about 9.5%, no sharp cut-off; inactive means mostly below about 7.6%;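 further: 0% = cells with vehicle only and 100% = reference agonist; strong numbers were not always called active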
# OPRM1-OPRD1 ag: agonists of human mu-delta opioid receptor heterodimerization | P35372+P41143 | AID 504326 | 340,000 compounds, 0.3% hits | activation, % at 9.3 µM | cells, OPRM1-OPRD1 heterodimerization, luminescence; in the data active means activation above about 18%;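 further: 0% = vehicle-treated cells and 100% = reference agonist; values of inactives mirror those of a sister screen read the other way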
# phage Ecoli inh: E. coli growth loss with phage present | growth absorbance | AID 651602 | 360,000 compounds, 0.26% hits | inhibition, % at 11.9 µM; in the data active means inhibition above about 11%
# * marks the source's active call; other numbers are inactive results; . = not tested or not shown.
SMILES,AddAB inh,MOR-DOR inv ag,DSG3 Ab inh,HTR5A inv ctr,SUMO Mot1 rescue,E coli growth,PKA-R1A act,PfHsp90 yeast 2,HTR5A ag ctr,OPRM1-OPRD1 ag,phage Ecoli inh
O=C(Nc1ccccc1)c1cc(S(=O)(=O)NCc2ccncc2)ccc1Cl,3.2,-9,93,13,-21,0.8,-3,-36,2,1.7,-0.2
Cc1ccc(Oc2ccc(Cl)cc2NC(=O)c2cnccn2)cc1,1.7,19,79*,-15,.,-2.1,-11,-25,-2,-3.3,4.9
COc1cccc(C(=O)c2c[nH]c(C(=O)NCc3ccco3)c2)c1,-0.2,-1,95,-16,70,-1.6,7,0,6,0.2,2.0
CCN(CC)C(=O)CN(c1cccc(C(F)(F)F)c1)S(C)(=O)=O,2.4,4,105,-7,115,0.5,4,-1,2,-0.8,3.8
Cc1ccc(COCC(CC(C)C)N2CCN(C(=O)c3cccc(C(F)(F)F)c3)CCC2=O)cc1 (stereo unspecified),1.7,-22,100,4,2,0.9,-5,2,-2,3.8,3.9
Cn1cnc2cc(NS(=O)(=O)c3ccc(Br)cc3)ccc21,3.2,11,112,-13,-7,0.3,5,1,3,-2.7,1.3
COc1cc2c(cc1OC)CN(C(=O)CN1CCN(S(=O)(=O)c3ccccc3Br)CC1)CC2,2.2,6,101,-6,4,0.0,0,-13,1,-1.1,-1.1
Cc1cc(NC(=O)CCc2ccccc2)c([N+](=O)[O-])cc1C,1.9,-8,104,-15,23,-0.6,4,-3,4,1.5,2.5
COc1ccccc1C(=O)N/C(=N/c1nc(C)cc(C)n1)Nc1ccccc1,-3.1,7,.,11,8,-4.7,0,7,2,-1.4,-0.3
O=C(Nc1cc(Cl)ccc1-n1cncn1)c1ccc([N+](=O)[O-])s1,5.4,-29,103,-3,3,3.5,1,114*,-2,5.4,.
O=C(C1=NN[C@@H]2C(=O)N(c3cccc(F)c3)C(=O)[C@H]12)C(c1ccccc1)c1ccccc1,2.2,-20,103,-16,4,1.6,1,29,5,3.6,2.2
Cc1c(C)n(-c2ccccc2)c2ncnc(NCCCN(C)C)c12,1.2,12,100,9,0,-1.9,0,-9,-2,-2.6,2.7
CCOC(=O)C(C)Sc1ncc(-c2ccccc2)cn1 (stereo unspecified),0.2,12,103,-13,7,-0.6,-7,-29,5,-2.3,3.7
COc1cc(-c2nnc(SCC(=O)Nc3cc(C)on3)n2C)cc(OC)c1O,-0.9,7,101,7,18,-2.1,-12,3,-3,-1.1,4.1
Cc1cccc2cc(CN(C(=O)c3cccs3)c3ccccc3)c(=O)[nH]c12,4.1,13,.,-26,-30,-2.5,-8,27,-3,-2.5,2.3
COc1ccccc1CCN1CCCC(CN(C)C(=O)c2ccc3nc[nH]c3c2)C1 (stereo unspecified),4.3,9,110,14,83,1.6,8,13,-6,-2.1,-1.2
CCCN(CCC)S(=O)(=O)c1ccc(C(=O)NCc2ccc3c(c2)OCO3)cc1,0.5,-4,108,3,15,-1.1,-13,-8,1,0.7,1.5
O=C(NNC(=S)Nc1ccccc1C(F)(F)F)c1ccc(Br)o1,-2.6,22,94,10,2,-0.8,-10,15,-2,-4.1,1.3
CCCCN(CC)C(=O)C1CCC(=O)N(c2ccc(OC)cc2)C1c1ccc(OC)c(OC)c1 (stereo unspecified),-0.9,12,98,-26,63,-0.8,-7,.,-6,-2.0,.
CC(C)CNS(=O)(=O)c1cc(C(=O)OCC(=O)c2ccc3c(c2)OCCO3)c(Cl)cc1Cl,2.4,2,87,-7,-13,0.9,12,7,2,-0.3,2.8
Cc1ccc(SCc2cn3cccnc3n2)cc1,2.4,0,106,-5,-12,-1.2,-12,-7,0,0.0,1.3
Cc1ccc(S(=O)(=O)N2CCN(C(=O)COC(=O)c3ncc(Cl)c(Cl)c3Cl)CC2)c(C)c1,.,3,106,9,.,.,-2,-3,3,-0.9,-0.9
O=C(CSc1nc(-c2ccccc2)cc(=O)[nH]1)Nc1ccccn1,3.2,8,103,-12,7,-1.1,2,-21,4,-1.4,0.9
CC(C)(Nc1ccccc1)C(=O)c1ccccc1,5.3,4,112,0,-15,-1.2,0,-4,2,-0.7,1.7
CCN(CC)S(=O)(=O)c1csc(C(=O)NC2CCCCC2)c1,-0.1,9,106,-3,-13,0.2,1,.,-1,-1.6,4.7
COc1ccccc1NC(=O)c1ccc(NC(=O)c2ccc(=O)[nH]c2)cc1,0.2,5,105,-8,0,0.0,1,7,3,-1.3,0.9
C=CCNC(=S)NNC(=O)c1ccc(OCC)cc1,-1.3,16,77,-10,-1,-0.4,-3,1,0,-2.9,2.1
CCOC(=O)c1cnc(-n2nc(C)cc2C)nc1Nc1ccc(N(C)C)cc1,0.9,2,104,4,5,-2.5,-1,-20,2,-0.5,-1.4
CN1c2ccsc2C(=O)/C(=C\Nc2cccc(C(F)(F)F)c2)S1(=O)=O,-2.0,.,96,.,-7,-0.3,.,.,.,.,4.2
Cc1ccc(S(=O)(=O)N[C@@H](CO)C(=O)N[C@@H](Cc2ccc(O)cc2)C(=O)O)cc1,-0.2,16,91,-5,-12,0.1,3,5,1,-3.6,2.1
COc1ccc(CSc2nncn2N)cc1[N+](=O)[O-],2.7,10,99,-19,-9,2.9,13,9,2,-1.9,0.5
CCOc1ccc(S(=O)(=O)n2ccnc2)c2ccccc12,1.2,-9,108,8,-9,1.2,0,1,-3,1.5,3.6
Cc1cccc(NC(=O)CN(C)S(=O)(=O)c2ccc(Cl)cc2)n1,2.4,14,103,13,4,1.6,9,24,-4,-2.7,4.6
O=S(=O)(c1ccc2nnn(OCc3ccccc3)c2c1)N1CCOCC1,3.1,7,101,-6,-14,2.1,-4,.,2,-1.4,3.0
COc1ccc(S(=O)(=O)Nc2ccc(F)cc2F)cc1C(=O)N1CCOCC1,2.7,4,104,-20,-12,-0.9,-2,3,7,-0.8,1.4
CCCOc1ccc(C2C(C#N)=C(N)Oc3nc[nH]c(=O)c32)cc1OC (stereo unspecified),-0.3,-4,102,-15,0,-1.0,0,14,8,0.7,2.6
CCOC(=O)c1ccc(NC(=O)NC2CCN(CC(=O)NCc3ccc4c(c3)OCO4)CC2)cc1,3.9,11,.,-1,-7,-2.9,-1,-2,0,-2.2,3.1
Cc1ccnc2c(N3C(=O)C4C5c6ccccc6C(c6ccccc65)C4C3=O)cccc12 (stereo unspecified),2.3,2,103,-25,43,-2.7,-7,.,-2,-0.3,3.5
CCOC(=O)c1c(NC(=O)CSc2nc3ccc(OC)cc3[nH]2)sc2c1CC(C)(C)NC2(C)C,-0.3,1,106,-7,-9,-3.7,-5,.,1,-0.2,1.8
Fc1ccc(-c2ccc3c(c2)C2CC3CCN2Cc2ccc3c(c2)OCO3)cc1 (stereo unspecified),.,-6,107,-21,.,.,8,-15,6,1.2,1.4
O=C(NCc1ccco1)C1CCN(Cc2ccc(F)cc2)CC1,2.8,13,85,15,77,-3.1,-15,14,-6,-2.5,1.2
CC1(C)C=C2C(=NN(c3ccccc3)C(N)=C2C#N)CO1,-1.7,-28,285,-5,-28,-1.6,4,17,1,5.8,1.5
CN(C)c1cccc(C(=O)NC2CCCc3ccccc32)c1 (stereo unspecified),3.4,8,102,-32,-17,2.1,-3,-5,12,-1.6,1.9
NC(=O)C1CCN(c2ccnc3cc(Cl)ccc23)CC1,1.9,2,106,-35,-17,-0.7,2,10,3,-0.3,1.7
CCCCCCCC(O)CC(CC1CCCCC1)C(=O)NN (stereo unspecified),0.3,-12,96,-8,6,0.1,0,6,5,1.9,4.0
O=C(c1cc2ccccc2oc1=O)N(c1ccccc1)C1C=CS(=O)(=O)C1 (stereo unspecified),0.2,7,126,-33,225,2.0,-1,3,3,-1.2,2.5
CCNS(=O)(=O)c1ccc(NC(=O)c2cncc(Br)c2)cc1,2.9,-5,102,-13,-3,1.2,1,16,1,1.0,3.3
C(=N\Nc1nc2ccccc2s1)/c1ccc2c(c1)OCO2,0.7,-36,103,7,-2,-1.7,4,-47,5,6.7,2.6
COc1ccc(CCN=C(N)NS(=O)(=O)c2ccc(C)c(C)c2)cc1,2.1,9,87,-2,7,-0.1,-3,-27,3,-1.5,3.9
CC1S/C(=N/N=C/c2cccc([N+](=O)[O-])c2)NC1=O (stereo unspecified),4.5,-13,108,5,-14,0.5,3,-24,-2,2.6,4.0
NC(=O)c1ccc(NC(=O)c2cccc(Oc3ccccc3)c2)cc1,-1.6,-10,96,1,-8,-1.0,1,-44,0,1.3,5.2
CN(C)c1ccc(NC(N)=S)cc1,-1.2,1,86,6,36,2.3,-16,9,-2,-0.1,4.2
CC(C)c1ccc(NC(=S)N2CCN(Cc3ccccc3)CC2)cc1,0.3,-7,98,-37,-8,0.8,-4,8,-1,1.4,4.0
Brc1ccc(Br)c2cnccc12,.,-2,88,-16,.,.,11,-3,4,0.4,3.0
c1ccc(CN2CCC(N3CCC(N4CCCCCC4)CC3)CC2)cc1,2.8,8,103,-5,14,-1.6,4,-2,1,-1.7,.
CCOc1ccc(N2CCc3c(C)nc(SC)nc32)cc1,3.9,-12,102,-1,34,0.8,0,-50,0,2.2,4.5
O=S(=O)(c1cccc(Br)c1)N1CCN(c2ccnc3cc(Cl)ccc23)CC1,2.0,12,117,-1,-15,0.4,-4,-19,2,-2.1,2.0
Cc1ccc(-c2c(C)nn3c(N4CCOCC4)cc(C)nc23)cc1,.,10,107,-8,594,.,2,23,2,-2.0,-1.9
COc1ccc(C(C(=O)NC(C)(C)C)N(Cc2ccc(C)cc2)C(=O)CCC(=O)Nc2cc(C)on2)cc1 (stereo unspecified),-0.4,3,101,-29,2,0.4,2,-14,0,-0.7,6.7
O=C(O)CC(NC(=S)NCc1ccccc1)C(=O)O (stereo unspecified),1.7,8,101,13,28,-0.7,-4,-12,-2,-1.5,3.2
# Continuation:
SMILES,AddAB inh,MOR-DOR inv ag,DSG3 Ab inh,HTR5A inv ctr,SUMO Mot1 rescue,E coli growth,PKA-R1A act,PfHsp90 yeast 2,HTR5A ag ctr,OPRM1-OPRD1 ag,phage Ecoli inh
Cc1cccc(C2(c3cccc(C)c3)OC(=O)c3ccccc32)c1,1.0,-17,612,-18,8,1.5,-12,-29,7,3.3,1.2
Cc1cccc(N(C(=O)c2cnc3n(c2=O)CCS3)C2CCCCC2)c1,1.1,11,.,-22,-18,0.2,4,-13,-3,-2.1,.
CCC(Oc1ccccc1)C(=O)NCc1cccnc1 (stereo unspecified),-0.4,6,97,-21,1,-1.6,-8,.,3,-1.0,0.5
O=C(CCCN1C(=O)c2cccc3cccc(c23)C1=O)Nc1nccs1,0.1,16,106,-10,69,-0.5,11,-4,3,-2.9,-0.4
CC(=O)Nc1nc(CC(C)C)cc(-c2ccccc2)c1C#N,-0.1,7,114,-7,10,-0.2,3,6,4,-1.3,-0.1
